Source: PubChem (several laboratories)
PP5 primary: PP5 phosphatase inhibitors, primary screen, biochemical, fluorescence; Serine/threonine-protein phosphatase 5 (Homo sapiens), P53041; purified PP5c, OMFP substrate fluorescence; inhibition, % at 6.7 µM; hit rate 0.18% among 320,000;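 active = inhibition above the campaign's mean inhibition across all tested compounds plus 3 SD, cut at about 9.5% in these data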;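 also: 0% = DMSO only and 100% = 100 µM cantharidin control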
LYPLA2 counter: LYPLA2 inhibitors, primary screen, counter-screen for PME1 inhibitor project, biochemical, fluorescence polarization, FP-Rh probe ABPP. AID 2177, 2009. recombinant LYPLA2. inhibition, % at 5.9 µM. hit rate 0.38% among 320,000;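 active = inhibition above the screen-wide mean plus 3 SD, limit set per campaign, cut at about 26% in these data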;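 also: 0% = LYPLA2 with DMSO and 100% = wells lacking LYPLA2 enzyme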
Target sequence (O95372 whole entry, looked up): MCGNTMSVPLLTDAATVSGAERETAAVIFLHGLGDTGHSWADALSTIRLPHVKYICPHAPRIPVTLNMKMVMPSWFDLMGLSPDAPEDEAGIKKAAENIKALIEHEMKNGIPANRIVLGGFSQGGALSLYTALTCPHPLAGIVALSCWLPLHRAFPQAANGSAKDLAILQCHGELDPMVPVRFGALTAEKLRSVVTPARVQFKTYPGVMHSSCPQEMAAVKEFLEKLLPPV
GASC-1 inh: inhibitors of GASC-1 histone demethylase, primary screen, biochemical, fluorescence, DELFIA europium. hit rate 0.069% among 330,000. GST-JMJD2C(1-420) H3K9me3 demethylation. inhibition, % at 2.35 µM. Lysine-specific demethylase 4C (Homo sapiens), Q9H3R0. AID 2099, 2009;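 active = more than half of a compound's replicate wells show inhibition beyond 50%, single wells judged on their own value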;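 also: signal counts dimethyl H3K9 product captured on neutravidin plate; 0% = median of DMSO wells and 100% = 0.3 times that DMSO median; strong numbers were not always called active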
Target sequence (Q9H3R0 1-420 limits assumed): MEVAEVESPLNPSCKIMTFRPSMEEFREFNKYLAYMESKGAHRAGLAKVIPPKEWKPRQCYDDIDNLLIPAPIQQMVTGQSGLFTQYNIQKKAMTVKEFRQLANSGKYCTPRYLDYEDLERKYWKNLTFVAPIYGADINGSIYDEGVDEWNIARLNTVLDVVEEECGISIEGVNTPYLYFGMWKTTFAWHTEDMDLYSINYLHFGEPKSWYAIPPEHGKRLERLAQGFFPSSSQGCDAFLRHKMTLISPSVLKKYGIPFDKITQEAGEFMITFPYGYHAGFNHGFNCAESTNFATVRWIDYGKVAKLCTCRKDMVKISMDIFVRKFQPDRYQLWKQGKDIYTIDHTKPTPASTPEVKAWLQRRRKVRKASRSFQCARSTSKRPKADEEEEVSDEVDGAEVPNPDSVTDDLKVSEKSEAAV
TPT1 inh: Candida albicans TPT1 enzyme inhibitors, primary screen, biochemical, fluorescence polarization; inhibition, % at 5 µM; tRNA 2'-phosphotransferase TPT1 (Candida albicans SC5314); recombinant caTPT1, FP RNA substrate dephosphorylation; AID 1962, 2009; hit rate 0.81% among 300,000;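 active = inhibition above the mean of all tested compounds plus 3 SD, set per screening campaign, cut at about 24% in these data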;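 also: plate controls were DMSO alone for no effect and ferristatin control at 100 nM for full effect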
Fh CTSL1 inh: Fasciola hepatica cathepsin L1 inhibitors, primary screen, counter-screen for PFM18AAP inhibitor project, biochemical, QFRET, fluorogenic peptide substrate; recombinant F. hepatica cathepsin L1, Z-Leu-Arg-MCA fluorescence; hit rate 0.49% among 300,000; inhibition, % at 5.96 µM;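 active = inhibition above the mean of all tested compounds plus 3 SD, set per screening campaign, cut at about 17% in these data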;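 also: 0% = plate median of test compound wells and 100% = 1 µM Z-Phe-Ala-diazomethylketone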
PREPL inh: PREPL enzyme inhibitors, primary screen, biochemical, fluorescence polarization; Prolyl endopeptidase-like (Homo sapiens), Q4J6C6; recombinant PREPL, fluorescence polarization activity-based probe; inhibition, % at 5.96 µM; hit rate 0.68% among 320,000; AID 2751, 2010; in the data active = inhibition above about 43%;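 also: 0% = enzyme with DMSO and 100% = wells lacking enzyme; many of its hits are not listed in these tables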
Efflux pump inh: inhibitors of Candida efflux pumps in yeast, primary screen, S. cerevisiae, Nile Red, multiplex; hit rate 0.44% among 330,000; S. cerevisiae Candida pump triplex; inhibition, % at 10 µM;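 active = plate passing quality check with inhibition over a set limit, or well fluorescence over plate mean plus 4 SD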;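 also: Nile Red retained in pooled yeast measured as flow cytometry median fluorescence; 0% = buffer negative control and 100% = Enniatin B positive control; higher means more Nile Red kept so more efflux inhibition; some compounds called inactive have numbers as strong as hits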
HCV core dimer: inhibitors of HCV core protein dimerization, primary screen, biochemical, TR-FRET, high-throughput; TR-FRET GST/Flag-core106 dimerization, 1536-well; inhibition, % at 5 µM; hit rate 0.33% among 300,000;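 active = inhibition above the mean of all tested compounds plus 3 SD, set per screening campaign, cut at about 45% in these data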
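Assay system: tagged HCV core106 pair (GST and Flag); medium: KF-containing HEPES buffer, pH 7.45, DTT, CHAPS, BSA; also added: Eu donor and XL665 acceptor anti-tag antibodies; dosing: 5 µM single dose; timing: compound-protein-antibody incubation 4 h at 22.5 °C; signal: TR-FRET 671 and 617 nm emission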
PP1 inh: PP1-alpha phosphatase inhibitors, primary screen, counter-screen for PP5 inhibitor project, biochemical, fluorescence, OMFP substrate, single point | inhibition, % at 6.7 µM | hit rate 0.9% among 320,000 | purified PP1alpha | AID 2235, 2010;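 active = inhibition above the mean inhibition of all tested compounds plus 3 SD, computed separately for each screening campaign, cut at about 15% in these data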
Target sequence (P62136 whole entry, looked up): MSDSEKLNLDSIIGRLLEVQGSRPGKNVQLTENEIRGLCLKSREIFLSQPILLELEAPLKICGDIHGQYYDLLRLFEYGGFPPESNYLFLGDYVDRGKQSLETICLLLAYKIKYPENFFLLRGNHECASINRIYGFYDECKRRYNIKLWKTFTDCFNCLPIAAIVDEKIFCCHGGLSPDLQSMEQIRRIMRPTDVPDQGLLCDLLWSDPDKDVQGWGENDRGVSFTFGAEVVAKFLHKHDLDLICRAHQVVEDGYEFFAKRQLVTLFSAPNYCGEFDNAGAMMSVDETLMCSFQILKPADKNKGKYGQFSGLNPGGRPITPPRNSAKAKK
* marks the source's active call; other numbers are inactive results; nt = no result given; & = joins results of further samples.

Start of the data: the first 2 records, ahead of the listing:
nr	Molecule	PP5 primary	LYPLA2 counter	GASC-1 inh	TPT1 inh	Fh CTSL1 inh	PREPL inh	Efflux pump inh	HCV core dimer	PP1 inh
1	CN(C)S(=O)(=O)c1ccc(C(=O)Nc2ccccc2F)cc1	0.5	5	0	-1	0	4	-0.1	-2	0
2	C=CCn1c(=NC(=O)c2cccs2)sc2cc(NC(C)=O)ccc21	-2.5	-9	3	-2	4	3	-0.1	-1	14

Main list, repeating the preview:
nr	Molecule	PP5 primary	LYPLA2 counter	GASC-1 inh	TPT1 inh	Fh CTSL1 inh	PREPL inh	Efflux pump inh	HCV core dimer	PP1 inh
1	CN(C)S(=O)(=O)c1ccc(C(=O)Nc2ccccc2F)cc1	0.5	5	0	-1	0	4	-0.1	-2	0
2	C=CCn1c(=NC(=O)c2cccs2)sc2cc(NC(C)=O)ccc21	-2.5	-9	3	-2	4	3	-0.1	-1	14
3	COc1ccc(/C(O)=C2/C(=O)C(=O)N(Cc3cccnc3)C2c2ccco2)cc1OC (stereo not given)	-0.7	1	-30	-2	5	17	-0.2	-4	6
4	Cc1nnc(N2CCCC(C(=O)NCc3cccc(F)c3)C2)c2nn(-c3ccccc3)c(C)c12 (stereo not given)	0.9	5	-16	8	1	19	0.0	7	3
5	O=C(NNC1=Nc2cccc3cccc1c23)c1ccccc1Br	2.5	4	20	-1	5	17	-0.5	-40	8
6	CCC1(c2ccccc2)NC(=O)N(CC(=O)Nc2ccc3c(c2)OCO3)C1=O (stereo not given)	-1.1	-3	-19	0	-8	9	0.0	-3	-3
7	COc1ccc(/C=N/Nc2nc3ccccc3[nH]2)cc1OC	2.5	9	-5	2	5	21	0.2	-41	6
8	CC(=O)c1ccc(NC(=O)C2CCC(C)(C(=O)O)C2(C)C)cc1 (stereo not given)	-1.6	2	2	-3	-3	6	0.1	1	-2
9	Cc1ccc(NC(=O)c2cccc(F)c2)cc1S(=O)(=O)N1CCCCCC1	4.6	-19	25	-7	-13	13	-0.1	4	-1
10	CC(NC(=O)Nc1ccc2c(c1)OCO2)c1ccncc1 (stereo not given)	3.8	-4	8	-2	-2	-3	0.0	1	2

Continued; the last five above are carried over.
nr	Molecule	PP5 primary	LYPLA2 counter	GASC-1 inh	TPT1 inh	Fh CTSL1 inh	PREPL inh	Efflux pump inh	HCV core dimer	PP1 inh
6	CCC1(c2ccccc2)NC(=O)N(CC(=O)Nc2ccc3c(c2)OCO3)C1=O (stereo not given)	-1.1	-3	-19	0	-8	9	0.0	-3	-3
7	COc1ccc(/C=N/Nc2nc3ccccc3[nH]2)cc1OC	2.5	9	-5	2	5	21	0.2	-41	6
8	CC(=O)c1ccc(NC(=O)C2CCC(C)(C(=O)O)C2(C)C)cc1 (stereo not given)	-1.6	2	2	-3	-3	6	0.1	1	-2
9	Cc1ccc(NC(=O)c2cccc(F)c2)cc1S(=O)(=O)N1CCCCCC1	4.6	-19	25	-7	-13	13	-0.1	4	-1
10	CC(NC(=O)Nc1ccc2c(c1)OCO2)c1ccncc1 (stereo not given)	3.8	-4	8	-2	-2	-3	0.0	1	2
11	CCCn1c(=O)c(C(=O)Nc2ncccc2C)c(O)c2ccccc21	3.4	8	-11	-5	1	10	0.0	6	24*
12	COc1cc(C(C)=O)ccc1OCC(=O)Nc1ccc2nc(C)sc2c1	0.1	6	-5	nt	nt	-2	-0.1	nt	5
13	CCO[C@@H]1OC(C(=O)NCc2ccccc2)=C[C@H](c2ccc(Br)cc2)[C@H]1CCCO	6.6	5	-37	5	-1	11	0.2	-3	1
14	CC(NC(=O)Nc1ccc(O)cc1)(C(F)(F)F)C(F)(F)F	7.7	14	0	-8	-4	19	0.0	-4	1
15	Cc1cccc(NC(=O)CNC(=O)c2cn(Cc3ccccc3)nc2-c2cccnc2)c1C	1.9	-8	3	nt	nt	0	-0.3	nt	-1
16	CCCOc1cccc(C(=O)NCCCNC(=O)c2ccccn2)c1	-0.2	-3	-12	-1	-1	-5	0.3	0	-2
17	CCN(CC)C(=O)CSc1nc2ccccc2c(=O)n1CCC(=O)N1CCN(c2ccccc2)CC1	1.7	3	6	-1	-1	17	-0.1	-1	-1
18	COc1ccc(OC)c(CC(NC(C)=O)C(=O)NC2CCN(S(=O)(=O)c3ccc(NC(C)=O)cc3)CC2)c1 (stereo not given)	-1.4	12	28	-2	-4	8	-0.2	-1	1
19	COC(=O)Cn1c(=NC(=O)c2cc(-c3cccs3)nc3ccccc23)sc2cc(S(N)(=O)=O)ccc21	3.0	-112	-9	2	3	-18	-0.4	-32	3
20	CCOC(=O)Nc1cc(C(=O)OCC)c(C)nc1C	0.4	-1	0	1	-1	0	0.3	-1	-2

Additional records follow.
nr	Molecule	PP5 primary	LYPLA2 counter	GASC-1 inh	TPT1 inh	Fh CTSL1 inh	PREPL inh	Efflux pump inh	HCV core dimer	PP1 inh
21	COc1ccc(N(CC(=O)NCc2ccccc2C)S(=O)(=O)c2ccccc2[N+](=O)[O-])c(OC)c1	3.4	-2	-76	-1	-11	2	-0.1	11	2
22	CCCCn1c(N)c(N(CC(C)C)C(=O)c2ccc(S(=O)(=O)N3CCCCC3)cc2)c(=O)[nH]c1=O	1.1	-1	9	-2	-2	15	-0.2	-4	-2
23	Fc1ccccc1Nc1nc2ccccc2o1	1.1	10	2	2	-2	5	0.0	-4	0
24	O=C(CCC1CCCN(C(=O)c2ccco2)C1)NCc1ccccc1F (stereo not given)	-2.1	6	-5	2	-8	12	0.3	1	5
25	Cc1ccccc1OCCCC(=O)Nc1ccc(N2CCOCC2)cc1	2.6	-1	-3	0	-1	50*	0.1	1	-1
26	CC(=O)c1nn(-c2cccc(Br)c2)cc1C(=O)c1cccc2ccccc12	2.5	-9	1	-3	3	5	0.0	13	3
27	O=C(C(=O)N1CCOCC1)c1cn(CC(=O)N2CCCCC2)c2ccccc12	2.1	-4	-2	0	2	-2	0.1	-2	-4
28	O=C(c1ccccc1)N1CCN(CC(O)Cn2ccc3ccccc32)CC1 (stereo not given)	1.0	6	-1	-2	-1	24	0.0	-1	-2
29	CCOC(=O)N1CCN(CC(=O)Nc2c(C(=O)OC)[nH]c3ccc(Cl)cc23)CC1	-0.5	-3	0	0	-7	18	0.0	-1	-1
30	Cc1ccc(NC(=O)CSC2=C(C#N)C(c3ccc4c(c3)OCO4)C3=C(CCCC3=O)N2)c(C)c1 (stereo not given)	3.8	12	2&0	-1	-2	16	-0.1	2	3

The results go on.
nr	Molecule	PP5 primary	LYPLA2 counter	GASC-1 inh	TPT1 inh	Fh CTSL1 inh	PREPL inh	Efflux pump inh	HCV core dimer	PP1 inh
31	CS(=O)(=O)NCC(c1ccco1)N1CCN(c2ccc(F)cc2)CC1 (stereo not given)	0.7	6	12	-2	-4	12	-0.4	-6	-2
32	CC(=O)c1c(C)[nH]c(C(=O)CN2C(=O)NC(C)(c3ccc(C)cc3)C2=O)c1C (stereo not given)	1.5	2	-1	-1	3	2	-0.1	4	1
33	CCCNC(=O)NC(=O)CSc1ncc(C(F)(F)F)cc1Cl	2.4	2	3	-4	1	0	0.0	6	-4
34	FC(F)(F)c1cccc(CNc2ncccc2-c2nc3cc(Cl)ccc3o2)c1	-1.4	1	-20	2	3	7	0.2	2	0
35	Cc1nn2c(-c3cccc(NC(=O)c4ccco4)c3)nnc2c2ccccc12	2.9	2	10	3	0	-21	-0.1	25	2
36	COc1cccc(/C=C/C(=O)N2CCN(S(=O)(=O)c3ccccc3)CC2)c1OC	0.0	1	14	0	7	10	-0.1	4	2
37	Fc1ccccc1/C=N/Nc1nc(-c2ccccn2)nc2ccccc12	-1.7	-7	-49	2	3	14	0.1	1	-6
38	Cn1c(SCC(=O)N/N=C/c2cccs2)nc2ccccc21	0.1	2	5	1	-3	1	-0.3	1	-6
39	CC(C)c1cc(C(=O)N/N=C/C(Br)=C/c2ccccc2)n[nH]1	4.0	-2	12	-2	4	17	0.0	-14	13
40	Cc1nn(-c2ccccc2)c(Cl)c1C(=O)N(C)CC(=O)Nc1cccc(F)c1	-1.5	-4	-3	4	3	-1	0.1	4	-4

Profiles, looked up by structure. Order of screens: PP5 primary, LYPLA2 counter, GASC-1 inh, TPT1 inh, Fh CTSL1 inh, PREPL inh, Efflux pump inh, HCV core dimer, PP1 inh
COc1cccc(/C=C/C(=O)N2CCN(S(=O)(=O)c3ccccc3)CC2)c1OC reads 0.0, 1, 14, 0, 7, 10, -0.1, 4, 2
Fc1ccccc1Nc1nc2ccccc2o1 reads 1.1, 10, 2, 2, -2, 5, 0.0, -4, 0

More results follow:
nr	Molecule	PP5 primary	LYPLA2 counter	GASC-1 inh	TPT1 inh	Fh CTSL1 inh	PREPL inh	Efflux pump inh	HCV core dimer	PP1 inh
41	Cc1nn(-c2ccccc2)c(Cl)c1C(=O)NCCCCNC(=O)c1c(C)nn(-c2ccccc2)c1Cl	-0.8	7	-2	-1	-1	0	0.0	4	1
42	O=C(NCc1nnc(SCc2ccccc2)n1-c1ccccc1)C12CC3CC(CC(C3)C1)C2	-1.2	1	0	1	0	25	0.4	11	1
43	CCN(Cc1ccccc1)C(=O)C1CCN(Cc2ccc(SC)cc2)CC1	-3.2	1	-11	3	-8	21	0.1	1	-3
44	CCOC(=O)C1=C(CSc2nc(CC)c(C)cc2C#N)OC(N)=C(C#N)C1c1ccc(OC)cc1 (stereo not given)	6.2	-14	1	9	-5	-9	0.1	33	6

Not all compounds are listed (hit frequency here may not be typical).
